# Screening data as filed in PubChem.
# N370S GC: qHTS Assay for Inhibitors and Activators of N370S glucocerebrosidase as a Potential Chaperone Treatment of Gaucher Disease; Lysosomal acid glucosylceramidase (Homo sapiens), P04062; N370S GC spleen homogenate, 4MU-glucoside fluorescence; Potency, µM (highest dose often 59.4 µM), without a hit: at the top dose activity change, negative = inhibition, usual class: inhibitors; 330,000 compounds, 0.092% hits; AID 2101, 2009;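 note: 0% = full enzyme activity and -100% = no enzyme basal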
# TDP1 inh: qHTS Assay for Inhibitors of Tyrosyl-DNA Phosphodiesterase (TDP1); 350,000 compounds, 0.28% hits; Potency, µM (highest dose often 130 µM), inactives show top-dose activity change, negative = inhibition, hits mostly inhibitors; AID 485290, 2010; recombinant TDP1, AlphaScreen DNA substrate cleavage; note: nearly all actives have a fitted effect of over 40% in size
# Target sequence (Q9NUW8 whole entry, looked up): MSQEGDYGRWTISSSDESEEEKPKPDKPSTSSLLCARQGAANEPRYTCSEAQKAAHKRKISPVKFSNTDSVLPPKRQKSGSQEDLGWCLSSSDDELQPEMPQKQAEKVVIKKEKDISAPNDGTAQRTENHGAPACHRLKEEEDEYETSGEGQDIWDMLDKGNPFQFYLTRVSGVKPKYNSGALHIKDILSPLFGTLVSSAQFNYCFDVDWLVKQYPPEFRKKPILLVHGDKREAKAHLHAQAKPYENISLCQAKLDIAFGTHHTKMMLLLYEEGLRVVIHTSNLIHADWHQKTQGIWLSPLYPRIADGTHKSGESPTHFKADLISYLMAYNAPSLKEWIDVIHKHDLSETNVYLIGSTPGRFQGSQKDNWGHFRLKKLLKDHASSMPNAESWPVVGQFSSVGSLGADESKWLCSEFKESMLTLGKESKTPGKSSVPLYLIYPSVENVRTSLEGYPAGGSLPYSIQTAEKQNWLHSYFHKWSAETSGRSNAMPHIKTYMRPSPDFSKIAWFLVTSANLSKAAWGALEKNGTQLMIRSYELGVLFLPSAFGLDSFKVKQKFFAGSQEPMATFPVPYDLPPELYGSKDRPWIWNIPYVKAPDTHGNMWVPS
#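 Enzyme-compound mixtures sat 15 min at room temperature, followed by a 5 min reaction with 15 nM final substrate and 10 min with AlphaScreen beads. Recombinant human Tdp1 was used at 1 nM final.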
# FEN1 inhibitor: qHTS Assay for the Inhibitors of Human Flap endonuclease 1 (FEN1); P39748; Recombinant FEN1 flap cleavage, fluorescence, 15 min; Potency, µM (doses to about 114 µM), for inactives: top-dose activity change, negative = inhibition, actives largely listed as inhibitors; 390,000 compounds, 0.35% hits; note: nearly all actives have a fitted effect of over 65% in size
# Target sequence (P39748 whole entry, looked up): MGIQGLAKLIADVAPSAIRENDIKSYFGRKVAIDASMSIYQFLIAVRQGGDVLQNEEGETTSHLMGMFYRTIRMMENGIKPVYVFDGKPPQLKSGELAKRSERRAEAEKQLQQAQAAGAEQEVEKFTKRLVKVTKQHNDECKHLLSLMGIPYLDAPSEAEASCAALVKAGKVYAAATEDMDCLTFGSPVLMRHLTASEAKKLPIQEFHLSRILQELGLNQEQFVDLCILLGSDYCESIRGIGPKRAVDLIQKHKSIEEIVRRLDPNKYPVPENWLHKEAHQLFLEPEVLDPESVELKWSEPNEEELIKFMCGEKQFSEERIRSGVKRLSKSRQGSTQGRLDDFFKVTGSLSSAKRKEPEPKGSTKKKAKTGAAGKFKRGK
#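 Reaction started by adding substrate (50 nM final) to 10 nM enzyme after 15 min room-temperature compound preincubation. Reads at 0 and 15 min, with data normalized and fitted to a four-parameter Hill equation.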
# * marks the source's active call; other numbers are inactive results; u = inconclusive; x = not tested or not shown; & = joins results of further samples; [ ] = dose if it differs, or a comment. Calls come from the whole dose curve; as a rule, active = well fitted curve in the direction sought with a large enough effect; inconclusive = small, poorly fitted or top-dose-only effect, or another doubt; inactive = no such curve, though single readings can be large; an effect the other way counts as inactive or inconclusive. Unless noted, % is set by controls: 0 for no effect and ±100 for the full control effect; potency is the fitted concentration of half-maximal effect.
SMILES,N370S GC,TDP1 inh,FEN1 inhibitor
CC(C)NC(=O)COc1coc(CN2CCN(c3cccc(Cl)c3)CC2)cc1=O,-8.3%,2.4%,15.7%
O=C(NCc1cccs1)c1cc2c(s1)CCCC2,4.4%,4.5%,-3.7%
COc1ccc(-n2nnnc2SCC(=O)Nc2ccc(OC)cc2OC)cc1,-17.8%,x,17.7%
CCN(CC)CCCNC(=O)c1cc2c(-c3cccc(OC)c3)nn(C)c2s1,-16.0%,x,u
COc1cccc(NC(=O)Cc2nnc(SCC(=O)NC3=NCCS3)n2C)c1,-2.0%,x,4.3%
Cc1ccccc1OCc1cc(=O)n2c(-c3ccccc3)csc2n1,x,1.3%,-12.7%
CN(C)c1ccc2nc3c(=O)[nH]c(=O)nc-3n(CC(O)C(O)C(O)CO)c2c1 (stereo not given),1.3%,x,44.7µM*
COc1cc(/C=C/C(=O)O)cc(OC)c1,u,x,10.9%
Cn1c(=O)c([N+](=O)[O-])c(NCCCn2ccnc2)c2ccccc21,-1.7%,5.1%,5.4%
O=C(CCNS(=O)(=O)c1ccc2c(c1)CCN2C(=O)C1CC1)Nc1ccc(Cl)cc1,x,6.6%,-0.9%
CCCCCOC(=O)c1ccc(OC(=O)c2cncc(Br)c2)cc1,6.6%,3.0%,-0.8%
N#C/C(=C\Nc1ccc(Cl)cn1)S(=O)(=O)c1ccccn1,-12.5%,-2.6%,2.5%
O=C(COC(=O)COc1ccc(Cl)cc1)NCCNC(=O)COC(=O)COc1ccc(Cl)cc1,-0.3%,3.0%[0.505 µM],-0.4%
CCOc1ccc(S(=O)(=O)c2c(C(=O)c3ccc(C)cc3)cnc3cc4c(cc23)OCCO4)cc1,12.1%,5.3%,-12.1%
O=C(Nc1ccc(Cl)cc1)C(NS(=O)(=O)c1cccs1)c1ccccc1 (stereo not given),x,0.0%,-15.5%
CCOc1ccccc1NC(=O)NCc1ccc2c(c1)CCN2C(=O)c1ccccc1,x,8.1%,-2.3%
CC1CCCCC12NC(=O)N(CC(=O)N(C)Cc1nc3ccccc3c(=O)[nH]1)C2=O (stereo not given),x,0.1%,-14.0%
Cc1nn(C)c(C)c1CNC(=O)c1cc2n(n1)C(C(F)(F)F)CC(c1cccs1)N2 (stereo not given),1.0%,4.1%,-10.0%
Fc1ccc2[nH]c3c(NCCN4CCOCC4)ncnc3c2c1,-2.4%,1.0%,u
Cc1ccc2sc(N3CCN(C(=O)CCS(=O)(=O)c4ccc(Cl)cc4)CC3)nc2c1C,x,5.2%,1.8%
Cc1c(C(=O)Nc2ccc3c(c2)OCCO3)sc2ncnc(N3CCCCC3C)c12 (stereo not given),-2.0%,11.4%,-3.6%
Cc1ccc(CNC(=O)c2ccc(-n3cccc3)cc2)cc1,-0.7%,12.6µM*,u
CCOc1cc(/C=C(\C#N)C(=O)Nc2cccc(C(=O)O)c2)ccc1OCc1ccccc1Cl,-1.7%,79.4µM*,u
CCOc1ccc(/C=N/NC(=O)CNC(=O)c2ccc(S(=O)(=O)N3CCOCC3)cc2)cc1,-6.9%,-9.2%,-4.4%
Cc1cc(N2C(=O)C3CC=CC(C)C3C2=O)no1 (stereo not given),18.1%,0.0%,2.3%

# As a working copy, 19 of the compounds above:
SMILES,N370S GC,TDP1 inh,FEN1 inhibitor
CCN(CC)CCCNC(=O)c1cc2c(-c3cccc(OC)c3)nn(C)c2s1,-16.0%,x,u
COc1cccc(NC(=O)Cc2nnc(SCC(=O)NC3=NCCS3)n2C)c1,-2.0%,x,4.3%
Cc1ccccc1OCc1cc(=O)n2c(-c3ccccc3)csc2n1,x,1.3%,-12.7%
CN(C)c1ccc2nc3c(=O)[nH]c(=O)nc-3n(CC(O)C(O)C(O)CO)c2c1 (stereo not given),1.3%,x,44.7µM*
COc1cc(/C=C/C(=O)O)cc(OC)c1,u,x,10.9%
Cn1c(=O)c([N+](=O)[O-])c(NCCCn2ccnc2)c2ccccc21,-1.7%,5.1%,5.4%
O=C(CCNS(=O)(=O)c1ccc2c(c1)CCN2C(=O)C1CC1)Nc1ccc(Cl)cc1,x,6.6%,-0.9%
CCCCCOC(=O)c1ccc(OC(=O)c2cncc(Br)c2)cc1,6.6%,3.0%,-0.8%
N#C/C(=C\Nc1ccc(Cl)cn1)S(=O)(=O)c1ccccn1,-12.5%,-2.6%,2.5%
O=C(COC(=O)COc1ccc(Cl)cc1)NCCNC(=O)COC(=O)COc1ccc(Cl)cc1,-0.3%,3.0%[0.505 µM],-0.4%
CCOc1ccc(S(=O)(=O)c2c(C(=O)c3ccc(C)cc3)cnc3cc4c(cc23)OCCO4)cc1,12.1%,5.3%,-12.1%
O=C(Nc1ccc(Cl)cc1)C(NS(=O)(=O)c1cccs1)c1ccccc1 (stereo not given),x,0.0%,-15.5%
CCOc1ccccc1NC(=O)NCc1ccc2c(c1)CCN2C(=O)c1ccccc1,x,8.1%,-2.3%
CC1CCCCC12NC(=O)N(CC(=O)N(C)Cc1nc3ccccc3c(=O)[nH]1)C2=O (stereo not given),x,0.1%,-14.0%
Cc1nn(C)c(C)c1CNC(=O)c1cc2n(n1)C(C(F)(F)F)CC(c1cccs1)N2 (stereo not given),1.0%,4.1%,-10.0%
Fc1ccc2[nH]c3c(NCCN4CCOCC4)ncnc3c2c1,-2.4%,1.0%,u
Cc1ccc2sc(N3CCN(C(=O)CCS(=O)(=O)c4ccc(Cl)cc4)CC3)nc2c1C,x,5.2%,1.8%
Cc1c(C(=O)Nc2ccc3c(c2)OCCO3)sc2ncnc(N3CCCCC3C)c12 (stereo not given),-2.0%,11.4%,-3.6%
Cc1ccc(CNC(=O)c2ccc(-n3cccc3)cc2)cc1,-0.7%,12.6µM*,u

# Two entries from above, bar-delimited:
canonical_smiles | N370S GC | TDP1 inh | FEN1 inhibitor
N#C/C(=C\Nc1ccc(Cl)cn1)S(=O)(=O)c1ccccn1 | -12.5% | -2.6% | 2.5%
O=C(COC(=O)COc1ccc(Cl)cc1)NCCNC(=O)COC(=O)COc1ccc(Cl)cc1 | -0.3% | 3.0%[0.505 µM] | -0.4%

# New compounds follow:
SMILES,N370S GC,TDP1 inh,FEN1 inhibitor
C#CCOc1nc(Nc2cccc([N+](=O)[O-])c2)nc(OCC#C)n1,6.2%,3.6%,-31.9%
Cc1ccccc1OCCOc1ccccc1C=C(C#N)C#N,11.8%,1.2%,x
CN(C)S(=O)(=O)c1ccc(Cl)c(NC(=O)COC(=O)c2ccc(O)cc2)c1,4.8%,2.4%,-2.0%
Cc1nn(C2CCS(=O)(=O)C2)c2nc(C3CC3)cc(C(=O)Nc3cccc(C#N)c3)c12 (stereo not given),-10.2%,0.0%,10.3%
CCCCN(C)C1=CC2=CC(=C(C#N)C#N)CCC2CC1 (stereo not given),-16.5%,5.5%,22.4µM*
CCOc1ccc2nc(NC(=O)C(NS(=O)(=O)c3cccc4nsnc34)C(C)C)sc2c1 (stereo not given),18.3%,6.1%,-5.0%
Cc1nn(CC#N)c(=O)n1-c1ccccc1,4.8%,2.0%,-3.3%
CCCS(=O)(=O)c1nc(S(=O)(=O)c2ccc(C)cc2)c(NCc2ccco2)s1,-1.6%,1.9%,4.0%
COc1cccc(-n2cnc3scc(-c4cccs4)c3c2=O)c1,-18.6%,8.7%,-10.2%
COc1ccc(CCN2C(=O)c3[nH]nc(-c4ccccc4O)c3C2c2ccc(C)cc2)cc1OC (stereo not given),-10.3%,13.6%,-5.6%
Cn1c2c(c(=O)n(C)c1=O)C(CC(=O)Nc1ccc(F)cc1)C(=O)N2 (stereo not given),8.2%,3.7%,-0.2%
O=C1CSC(c2cccc(F)c2)N1c1ccccc1F (stereo not given),-9.9%,3.1%,-4.0%
CC(=O)OC(C(=O)NC1CCCCC1)c1ccc(Cl)c(Cl)c1 (stereo not given),-15.2%,0.0%,14.2%
Cc1ccc(C)c(NC(=S)NNC(=O)c2ccc(Br)o2)c1,3.9%,9.9%,13.8%
CC(=O)c1c(C)nc(-c2ccccc2)nc1N,u,1.2%,-8.9%
CCN(CC)C(=O)CSC1=C(C#N)C(c2cccs2)C=C(C)N1 (stereo not given),12.4%,-2.1%,5.5%
Cc1cc(C)c(NC(=O)CN2CCN3CCCC3C2)c(C)c1 (stereo not given),2.3%,5.6%,2.8%&-3.7%
CC(=O)c1cc2c(cc1N)OCO2,24.6%,-3.8%,0.1%
Cc1c(Cl)cccc1NC(=O)Nc1cccnc1,6.2%,1.1%[56.1 µM],16.3%
CC(=O)Nc1ccc(NC(=O)CSc2nncn2C)cc1,-1.3%,0.6%,-10.1%
CC(=O)c1cccc(NC(=O)C(OC(=O)/C=C/c2ccc3c(c2)OCO3)c2ccccc2)c1 (stereo not given),21.9%,4.9%,-9.1%
N#Cc1ccccc1S(=O)(=O)N1CCN(C(=O)C2CCCCC2)CC1,x,0.5%,11.6%
CSc1ccc(S(=O)(=O)N2CCC(C(=O)NCc3ccccn3)CC2)cc1,-4.7%,6.6%,-1.1%
Cc1ccc(SCC(=O)c2ccc[nH]2)cc1,7.4%,0.0%,-16.8%
N#CCCN1CCC(NC(=O)OCc2ccccc2)CCC1=O (stereo not given),4.0%,x,13.9%&-9.6%

# Further records follow.
SMILES,N370S GC,TDP1 inh,FEN1 inhibitor
COc1nc(-c2ccccc2)ccc1-c1noc(COc2ccccc2)n1,13.4%,x,-19.0%
CC(=O)N1C(=O)NC2=C(C(=O)CCC2)C1c1cccc([N+](=O)[O-])c1 (stereo not given),-2.4%,-1.0%,-6.5%
Cc1onc(-c2ccccc2Cl)c1C(=O)OCn1nnc2ccccc2c1=O,1.1%,3.3%,5.4%
Cc1cc(C)cc(OCC(=O)Nc2nc(-c3ccc(F)cc3)ns2)c1,x,0.0%,-0.3%
Cc1cccc(NC(=O)NCc2ccc3[nH]c(C)cc3c2)c1,u,2.3%,-5.4%
COc1ccc(-c2cc(C(F)F)n3ncc(C(=O)Nc4cccc(S(=O)(=O)N5CCOCC5)c4)c3n2)cc1,4.4%,-2.4%,-4.4%
CCOC(=O)C(NC(C)=O)(NC(C)C)C(F)(F)F (stereo not given),-11.1%,x,-9.6%
Cc1nn(S(=O)(=O)c2ccc(F)cc2)c(C)c1S(=O)(=O)N1CCCCCC1,x,4.1%,3.1%
COc1ccc(C(=O)N[C@H](C(=O)NC2CCCCC2)C(C)C)cc1,x,0.2%,-3.2%
COc1cc(/C(O)=C(\C#N)c2nc3ccccc3[nH]2)cc(OC)c1OC,-7.1%,x,-12.9%
COc1ccc(CNC(=O)Cn2nc(C(F)(F)F)cc2C)cc1,-10.3%,6.0%,-1.7%
Cc1nn(CC(=O)O)c(=O)c2ccccc12,6.7%,6.8%,-16.1%
COc1ccc(CN2CCN(c3cc(C)nc4c5c(C)cc(C)nc5nn34)CC2)cc1F,5.4%,2.1%,4.6%
COc1ccc(C(=O)Nc2ccc3ccccc3n2)cc1OC,-15.0%,x,-18.4%
CN(C)c1ccc(-c2c(-c3ccc4c(c3)OCO4)noc2-c2ccsc2)cn1,-4.8%,x,7.8%&-11.5%
COc1ccc(NC(=O)CN(c2ccc(C)cc2)S(=O)(=O)c2c(C)nn(C)c2C)cc1OC,-1.3%,2.8%,8.6%
CCOc1ccc(CNc2ccc(CNc3ncn[nH]3)cc2)cc1,1.5%,-8.1%,-4.3%
CCN(C(=O)CSc1nccc(=O)[nH]1)c1cccc2ccccc12,x,3.0%,-2.1%
COc1ccccc1CC(=O)Nc1ccc2c(C)cc(=O)oc2c1,u,6.0%,-12.7%
CCOC(=O)CSc1nnc(NCC(=O)OC(C)C)c(=O)[nH]1,1.5%,2.3%,27.1%
O=C(COC(=O)c1nc(Cl)ccc1Cl)NNC(=O)c1ccccc1,-8.9%,x,6.5%
COc1ccccc1-c1cc(C(=O)Nc2cc(OC)c(OC)c(OC)c2)no1,x,6.4%,-5.1%
O=C(COc1ccc2ccccc2c1)N1CCN(C(=O)c2cccs2)CC1,-4.3%,3.6%[56.1 µM],-1.6%
Cc1ccc(NC(=O)C(C)OC(=O)Cn2[nH]c(=O)c3ccccc3c2=O)cc1 (stereo not given),-5.0%,5.9%[0.505 µM],0.0%
O=C(NCCCc1nc2ccccc2n1Cc1ccccc1)C1CCCCC1,x,5.1%,-2.9%
O=C(NCc1ccccc1)c1cc2ccccc2oc1=O,28.8%,2.6%,18.0%
O=C(Nc1ccc2oc(-c3ccc4ccccc4c3)nc2c1)c1cccc(Cl)c1Cl,x,-1.3%[12.3 µM],8.9%
O=C(Nc1ccccc1)O/N=C/c1ccccc1Cl,4.6%,-5.1%,-11.4%
Cc1noc(C)c1CSc1nnc2ccccn12,3.7%,1.0%,-3.5%
COc1cc2c(cc1OC)C(C(=O)Nc1cc(C)c(OC)c(C)c1)CC(=O)N2 (stereo not given),-0.4%,5.5%,10.2%
